PI4K2A inh – qHTS for small molecular inhibitors of PI4K2A. activity change, negative = inhibition, % at 76.9 µM. 420,000 tested, 0.13% active. purified PI4K2A, ADP-Glo luminescence, 1 h; hits give low values. Phosphatidylinositol 4-kinase type 2-alpha (Homo sapiens), Q9BTU6; in the data active means activity change below about -50%; inconclusive means mostly about -30% to -49%;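 further: -100% = wells without enzyme as full effect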
Target sequence (Q9BTU6 whole entry, looked up): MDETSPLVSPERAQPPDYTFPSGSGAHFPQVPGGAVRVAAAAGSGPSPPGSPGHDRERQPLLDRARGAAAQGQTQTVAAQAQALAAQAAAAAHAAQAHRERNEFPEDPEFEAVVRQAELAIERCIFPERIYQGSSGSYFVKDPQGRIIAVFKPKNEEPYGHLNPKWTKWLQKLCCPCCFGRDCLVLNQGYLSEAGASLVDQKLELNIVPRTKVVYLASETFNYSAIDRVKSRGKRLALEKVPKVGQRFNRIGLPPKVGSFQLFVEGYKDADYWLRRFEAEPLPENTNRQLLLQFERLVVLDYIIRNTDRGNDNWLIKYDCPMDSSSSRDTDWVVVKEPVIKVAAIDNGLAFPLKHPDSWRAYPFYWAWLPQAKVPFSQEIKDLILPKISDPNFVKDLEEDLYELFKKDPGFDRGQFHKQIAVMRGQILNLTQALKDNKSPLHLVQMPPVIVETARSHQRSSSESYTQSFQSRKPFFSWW
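Compounds are screened against recombinant PI4K2A using PI as substrate and ATP, the latter dispensed at 300 microM. Reactions run one hour at ambient temperature before ADP-Glo detection; full inhibition defined by wells lacking enzyme.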
GLS inhibitor – qHTS for Inhibitors of Glutaminase (GLS); GLS enzymatic activity, qHTS titration; Potency, µM (series often up to 45.5 µM), without a hit: top-dose activity change, negative = inhibition, actives largely listed as inhibitors; 410,000 tested, 0.21% active; AID 624170, 2012; further: potency means the concentration at half of the fitted maximal effect; on the % scale 0 is the no-effect control and ±100 the full control effect
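Compounds were pin-transferred onto hKGA, after which L-glutamine (1 mM solution) and a detection mix of glutamate oxidase, HRP and Amplex Red were added. Initial and 30 min RT fluorescence reads were collected.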
Pin1 inh – qHTS Assay to Find Inhibitors of Pin1; Potency, µM (series often up to 115 µM), for the others: at the highest dose activity, negative = inhibition, usual class: inhibitors; 390,000 tested, 0.009% active; Peptidyl-prolyl cis-trans isomerase NIMA-interacting 1 (Homo sapiens), Q13526; Pin1 FP peptide displacement, HiFluor488, 10 min; AID 504891, 2011; active means well fitted inhibition curve with a large enough effect in the polarisation, with a control signal flat, not every such curve was filed as active; inconclusive means small, poorly fitted or top-dose-only effect, or effect the other way, or a change in a side signal; inactive means no such curve, though single readings can be large or run the other way; the % refers to the polarisation; further: potency means the concentration at half of the fitted maximal effect; on the % scale 0 is the no-effect control and ±100 the full control effect
Target sequence (Q13526 whole entry, looked up): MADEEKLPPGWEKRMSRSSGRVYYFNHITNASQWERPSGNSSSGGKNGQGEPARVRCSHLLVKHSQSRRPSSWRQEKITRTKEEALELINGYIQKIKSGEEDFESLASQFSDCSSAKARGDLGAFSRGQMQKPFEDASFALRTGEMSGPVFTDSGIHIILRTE
JMJD2A Tudor inh – qHTS Assay for Inhibitors of JMJD2A-Tudor Domain | 390,000 tested, 4.4% active | Lysine-specific demethylase 4A (Homo sapiens), O75164 | Potency, µM (series often up to 114 µM), inactives show top-dose activity change, negative = inhibition, hits mostly inhibitors | AlphaScreen JMJD2A-Tudor / H3K4me3 peptide binding | AID 504339, 2011; further: potency means the concentration at half of the fitted maximal effect; on the % scale 0 is the no-effect control and ±100 the full control effect; nearly all actives have a fitted effect of over 50% in size
G9a block – qHTS Assay for Inhibitors of Histone Lysine Methyltransferase G9a; G9a H3K9 monomethylation, AlphaScreen, 2 h; Potency, µM (series often up to 102 µM), inactives show at the highest dose activity, negative = inhibition, actives largely listed as inhibitors; 350,000 tested, 8.8% active; further: potency means the concentration at half of the fitted maximal effect; on the % scale 0 is the no-effect control and ±100 the full control effect; nearly all actives have a fitted effect of over 75% in size
Target sequence (Q96KQ7 913-1193 limits assumed): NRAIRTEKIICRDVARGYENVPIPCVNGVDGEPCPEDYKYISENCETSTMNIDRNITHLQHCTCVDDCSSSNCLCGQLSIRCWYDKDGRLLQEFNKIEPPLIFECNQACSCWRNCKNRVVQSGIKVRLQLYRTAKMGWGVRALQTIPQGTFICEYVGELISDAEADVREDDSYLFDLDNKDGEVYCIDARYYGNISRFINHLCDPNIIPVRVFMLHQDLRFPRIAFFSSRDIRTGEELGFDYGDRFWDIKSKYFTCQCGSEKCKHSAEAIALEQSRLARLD
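Chemiluminescent proximity detection of H3K9 monomethylation, read after 10 min bead incubation in the dark. Reaction: 20 nM G9a, 500 nM biotin-H3K9 peptide, 20 uM SAM cofactor, 2 h, room temperature, following 15 min enzyme-compound preincubation.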
BAZ2B inh – qHTS Assay for Inhibitors of BAZ2B | 360,000 tested, 4.4% active | AID 504333, 2011 | Potency, µM (highest dose often 114 µM), without a hit: top-dose activity change, negative = inhibition, actives largely listed as inhibitors | AlphaScreen BAZ2B-H3K14Ac peptide displacement | Bromodomain adjacent to zinc finger domain protein 2B (Homo sapiens), Q9UIF8; further: potency means the concentration at half of the fitted maximal effect; on the % scale 0 is the no-effect control and ±100 the full control effect; nearly all actives have a fitted effect of over 60% in size
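Compounds, titrated to a top concentration of 110 uM, were incubated 30 min at room temperature with preformed BAZ2B/acetyl-K14 H3 peptide complex (50 nM each). Proximity signal was measured by AlphaScreen after 20 min with beads.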
HP1b binding inh – HTS for Inhibitors of HP1-beta Chromodomain Interactions with Methylated Histone Tails; AlphaScreen HP1-beta / biotin-H3K9me3 peptide binding; Potency, µM (top dose mostly 114 µM), without a hit: at the highest dose activity change, negative = inhibition, actives largely listed as inhibitors; 390,000 tested, 0.56% active; AID 540317, 2011; further: potency means the concentration at half of the fitted maximal effect; nearly all actives have a fitted effect of over 70% in size; inactives centre near 23
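Compound inhibition of the preformed complex between 50 nM HP1-beta and 50 nM biotinylated H3K9me3 peptide was read by AlphaScreen. Buffer was PBS pH 7.4 with 0.01% Tween-20. Incubations ran 30 min at room temperature, with 10 ug/mL donor/acceptor beads.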
Pol eta inh – qHTS for Inhibitors of Polymerase Eta | DNA polymerase eta (Homo sapiens), Q9Y253 | recombinant Pol eta, fluorescent DNA replication assay | 390,000 tested, 1.2% active | Potency, µM (series often up to 114 µM), for inactives: at the top dose activity change, negative = inhibition, hits mostly inhibitors; further: potency means the concentration at half of the fitted maximal effect; on the % scale 0 is the no-effect control and ±100 the full control effect
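Pol eta at 10 nM preincubated with compounds 15 min at room temperature; reaction started with fluorescent substrate (50 nM final) and read kinetically at 0 and 10 min.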
PGK inhibitor – qHTS Assay to Find Inhibitors of Phosphoglycerate Kinase | PGK/GAPDH coupled, Kinase-Glo luminescence, 60 min | Potency, µM (series often up to 57.5 µM), without a hit: at the highest dose activity change, negative = inhibition, most hits filed as inhibitors | 380,000 tested, 0.043% active; further: potency means the concentration at half of the fitted maximal effect; on the % scale 0 is the no-effect control and ±100 the full control effect; nearly all actives have a fitted effect of over 60% in size
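Recombinant glycosomal PGK reaction used 1,3-bisphosphoglycerate generated in-well by GAPDH (100nM final) in 100mM TEA pH 7.6, 5mM MgCl2, 0.01% Tween-20. After 60 minutes at room temperature, ATP was read by Kinase-Glo Plus luminescence end-point.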
* hit, by the source's call; i = inactive; ? = inconclusive; nt = no result given; [ ] = another dose, or the depositor's remark. Unless noted, the call rests on the fitted dose curve; in most records, active means well fitted curve in the direction sought with a large enough effect; inconclusive means small, poorly fitted or top-dose-only effect, or another doubt; inactive means no such curve, though single readings can be large; an effect the other way counts as inactive or inconclusive. The list is partial, so the mix of outcomes need not match the whole.

SMILES	PI4K2A inh	GLS inhibitor	Pin1 inh	JMJD2A Tudor inh	G9a block	BAZ2B inh	HP1b binding inh	Pol eta inh	PGK inhibitor
Cc1ccc(C)c(NC(=O)Cn2c(=O)n(CCC(C)C)c(=O)c3cccnc32)c1	-6	1%	-2%	7%	8%[59 µM]	7%	82%[activator]	-11%	-4%
COc1cccc(/C=C/C(=O)OCC(=O)NC2CC2)c1	-14	-1%	-3%	6%	-23%[59 µM]	-5%	25%	-3%	7%
COCCCNC(=O)c1ccc2c(c1)N(Cc1ccccc1F)C(=O)c1ccccc1S2=O (stereo not drawn)	-4	-7%	-4%	-11%	-37%[59 µM]	-13%	20%	-6%	8%
COc1ccccc1N/N=C(\C#N)C(=N)N1CCOCC1	-24	-4%	0%	-6%	-11%	?	17%	-6%	9%
CC(=O)N1CCN(C(=O)c2cccc(S(=O)(=O)N3CCOCC3)c2)CC1	0	3%	-7%	-1%	-3%[0.501 µM]	-2%	49%[activator]	-17%	i
COc1ccccc1N1CCN(S(C)(=O)=O)CC1	-4	18%	0%	-7%	15%[59 µM]	6%	16%	-9%	2%
Cc1ccc(NC(=O)CN(C)C(=O)CSc2nnnn2C)cc1	7	-4%	-1%	-17%	nt	2%	20%	-4%	-3%
CC(=O)c1ccc(S(=O)(=O)N2CCN(C(=O)c3ccccc3Cc3ccccc3)CC2)cc1	-3	-2%	-1%	-1%	9%[0.501 µM]	-1%	19%	-2%	-7%
CCc1ccn2cc(-c3ccc4c(c3)OCO4)nc2c1	?	13%	0%	-27%	-7%[59 µM]	-27%	21%	-23%	?
Cc1ccc(NC(=O)c2cc(=O)c3ccccc3o2)cc1S(=O)(=O)N1CCCCC1	1	-11%	3%	-13%	-20%	?	14%	-22%	3%
COc1ccc(NC(=O)/C(C#N)=C/c2cccnc2)c(OC)c1	-2	-7%	-4%	-19%	?	-20%	23%	-7%	6%
Cc1ccc(-c2sc(C(=O)Nc3ccc(Br)cc3)cc2CC(=O)O)cc1	3	3%	?	-6%	-31%[59 µM]	-14%	29%	-1%	-18%
CC(C)(C)C(=O)Nc1sc2c(c1C(=O)Nc1ccccn1)CCCC2	5	-31%	6%	45µM*	-9%	6%	12%	-17%	-7%
CN(C)CC(=O)c1ccc(-c2ccccc2)cc1	17	8%	2%	-20%	32µM*	nt	35%	-16%	2%
Cc1cc(C)nc(NS(=O)(=O)c2ccc(-n3cccc3)cc2)n1	-2	-5%	-6%	?	-12%[59 µM]	?	-28%	10µM*	-9%
CCSc1nnc(NC(=O)CSC2=NCCS2)s1	8	14%	-9%	-8%	-5%	-4%	14%	-11%	i
O=C(Nc1cccnc1)c1ccc(COc2ccccc2Cl)o1	-3	2%	-3%	-23%	5%	-3%[57.1 µM]	1%	1%	-11%
CCCN1CCN(c2nc3c([nH]2)c(=N)ncn3CC(O)CO)CC1 (stereo not drawn)	-2	43%[activator]	-1%	0%	-27%[59 µM]	-1%	13%	6%	4%
COc1cc2c(cc1OC)/C(=C/C(=O)c1ccc(NC(C)=O)cc1)NCC2	-4	-7%	28%	-22%	-50%	?	-15%	-32%	3%
NS(=O)(=O)c1cccc(NC(=O)CSc2ccccn2)c1	-1	0%	-2%	-3%	?	5%	28%	-4%	-11%

A stretch from further up, for reference:
SMILES	PI4K2A inh	GLS inhibitor	Pin1 inh	JMJD2A Tudor inh	G9a block	BAZ2B inh	HP1b binding inh	Pol eta inh	PGK inhibitor
CC(=O)c1ccc(S(=O)(=O)N2CCN(C(=O)c3ccccc3Cc3ccccc3)CC2)cc1	-3	-2%	-1%	-1%	9%[0.501 µM]	-1%	19%	-2%	-7%
CCc1ccn2cc(-c3ccc4c(c3)OCO4)nc2c1	?	13%	0%	-27%	-7%[59 µM]	-27%	21%	-23%	?
Cc1ccc(NC(=O)c2cc(=O)c3ccccc3o2)cc1S(=O)(=O)N1CCCCC1	1	-11%	3%	-13%	-20%	?	14%	-22%	3%
COc1ccc(NC(=O)/C(C#N)=C/c2cccnc2)c(OC)c1	-2	-7%	-4%	-19%	?	-20%	23%	-7%	6%
Cc1ccc(-c2sc(C(=O)Nc3ccc(Br)cc3)cc2CC(=O)O)cc1	3	3%	?	-6%	-31%[59 µM]	-14%	29%	-1%	-18%
CC(C)(C)C(=O)Nc1sc2c(c1C(=O)Nc1ccccn1)CCCC2	5	-31%	6%	45µM*	-9%	6%	12%	-17%	-7%
CN(C)CC(=O)c1ccc(-c2ccccc2)cc1	17	8%	2%	-20%	32µM*	nt	35%	-16%	2%
Cc1cc(C)nc(NS(=O)(=O)c2ccc(-n3cccc3)cc2)n1	-2	-5%	-6%	?	-12%[59 µM]	?	-28%	10µM*	-9%
CCSc1nnc(NC(=O)CSC2=NCCS2)s1	8	14%	-9%	-8%	-5%	-4%	14%	-11%	i
O=C(Nc1cccnc1)c1ccc(COc2ccccc2Cl)o1	-3	2%	-3%	-23%	5%	-3%[57.1 µM]	1%	1%	-11%

Continuation.
SMILES	PI4K2A inh	GLS inhibitor	Pin1 inh	JMJD2A Tudor inh	G9a block	BAZ2B inh	HP1b binding inh	Pol eta inh	PGK inhibitor
Cc1cccc(NC(=O)C(Cc2ccccc2)n2cccc2)c1C (stereo not drawn)	-5	4%	2%	0%	-5%[59 µM]	3%	51%[activator]	3%	0%
COCCOC(=O)c1[nH]c2c(c1C)C(=O)CC(c1cccs1)C2 (stereo not drawn)	2	-8%	9%	-10%	-32%	2%	34%[activator]	-9%	i
COC(=O)C1Cc2ccccc2CN1C(=O)CCl (stereo not drawn)	7	7%	1%	?	?	?	18%	6%	2%
CN(C)c1ccc(/C=C(/NC(=O)c2ccccc2)C(=O)NCCCn2ccnc2)cc1	1	-8%	?	-35%	8%[0.0925 µM]	35µM*	1%	-11%	1%
Cc1cc(Cl)c(S(=O)(=O)NCCC(=O)O)cc1OCC(N)=O	10	15%	-3%	3%	3%[12.7 µM]	1%	22%	10%	-3%
CS(=O)(=O)c1ccc(C(=O)Nc2ccccc2N2CCOCC2)c(Cl)c1	0	4%	-7%	-7%	2%	4%	49%[activator]	-8%	i
CC1CCCN(C(=O)COc2ccc3c(c2)OCO3)C1 (stereo not drawn)	3	-10%	-5%	-19%	nt	-9%	20%	-12%	-4%
Cn1nnnc1SCC(=O)Nc1nc2c(F)c(F)c(F)cc2s1	-3	0%	40%[activator]	-7%	nt	nt	44%[activator]	-24%	7%
C=C(C)CSc1nc2c(cc1C#N)CCC2	6	-4%	2%	54%[activator]	124%[activator]	?	161%[activator]	-11%	-6%
CCCCSc1nc(O)c(C2OC(=O)c3c2ccc(OC)c3OC)c(=O)n1-c1ccccc1 (stereo not drawn)	-23	-2%	-6%	-23%	?	?	36%	-16%	i
COC(C[C@H](O)C[C@@H](O)[C@@H](C)OCc1ccccc1)OC	5	2%	-1%	9%	15%[59 µM]	0%	32%	-10%	-1%
CCN(C(=O)CN1C(=O)c2ccc([N+](=O)[O-])cc2C1=O)C1CCS(=O)(=O)C1 (stereo not drawn)	2	1%	-11%	-2%	?	9%	18%	-10%	12%
CCN(CC)S(=O)(=O)c1cc([N+](=O)[O-])ccc1NNC(=O)Nc1ccc(Cl)c(Cl)c1	0	2%	0%	-35%	7.9µM*	32µM*	-3%	-17%	-3%
N#Cc1c(C#N)c(SSc2c(C#N)c(C#N)c(N)n2-c2ccccc2)n(-c2ccccc2)c1N	1	-4%	0%	0.79µM*	nt	nt	?	-2%	1%
CCCCn1c(N)c(N(CC(C)C)C(=O)c2ccc(-c3ccc(Cl)cc3)o2)c(=O)[nH]c1=O	-5	2%	29%	-17%	?	1%	11%	-20%	i
Cc1cc2c(=O)n(C)c(SCC(=O)Nc3ccccc3)nc2s1	-3	0%	6%	4%	-1%[59 µM]	-1%	19%	-7%	-7%
CCc1cc(=O)oc2cc(C)cc(OCC(=O)NCc3ccncc3)c12	2	-8%	-3%	-3%	nt	-6%	34%	14%	-8%
Cc1nnsc1-c1onc(C)c1C(=O)Nc1cc(Cl)cc(Cl)c1	4	-7%	-3%	0%	nt	-3%	58%[activator]	-17%	-10%
CC(C)(C)c1ccc(-c2nc(S(=O)(=O)c3ccccc3)c(N3CCOCC3)o2)cc1	8	-6%	?	?	?	?	-12%	nt	nt
Cc1nc2c(-c3ccc(F)cc3)c(C)nn2c(C)c1CCC(=O)N1CCOCC1	3	-19%	-1%	-17%	-2%	-1%	17%	-15%	-12%
CC12CCC(=O)N1C(C(=O)NCCc1ccc(F)cc1)CS2 (stereo not drawn)	0	-1%	2%	7%	nt	nt	39%[activator]	-6%	-4%
CC1CC(NC2=NCCS2)CC(C)(C)C1 (stereo not drawn)	1	181%[activator]	2%	-3%	nt	2%	0%	-9%	0%
Cc1ccc(S(=O)(=O)Oc2ccccc2)cc1	-1	1%	-2%	71%[activator]	nt	nt	98%[activator]	-16%	-3%

Source: PubChem
